CHO parental Ca: counter-screen for OX1R antagonists: effect in parental CHO cells | parental CHO-K1, ATP-induced calcium, Fluo-8 fluorescence | inhibition, % at 5.6 µM | hit rate 0.63% among 330,000;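 active = inhibition above that plate's mean sample inhibition plus 3 SD, cut at about 26% in these data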;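 note: 0% = ATP-challenged DMSO wells and 100% = DMSO wells without ATP; some compounds past the cut are filed as inactive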
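Assay system – parental CHO cells · Reagent – ATP stimulus · Detection – intracellular calcium via Fluo-8 no-wash fluorescent dye · Evaluation – percent inhibition of ATP-evoked calcium rise, normalized to controls · Controls – ATP wells versus no-ATP DMSO wells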
OXTR ag: agonists of human oxytocin receptor; P30559; CHO-OTR cells, Fluo-8 calcium fluorescence; normalized: DMSO 0%, oxytocin 100%; activation, % at 3 µM; hit rate 0.32% among 320,000; AID 2435;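 active = activation above the mean of all tested compounds plus 3 SD, cutoff set per screening run, cut at about 20% in these data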;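 note: peak over basal fluorescence ratio from a 100 s FLIPR kinetic read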
V1R ag counter: V1a receptor agonism, counter-screen for OXTR agonists; activation, % at 3 µM; hit rate 0.25% among 320,000; AID 2797; CHO-V1R cells, Fluo-8 calcium fluorescence, agonist mode; 0% DMSO, 100% 3 nM vasopressin;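 active = activation above the mean activation of all tested compounds plus 3 SD, per screening run, cut at about 20% in these data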;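 note: signal is peak over basal fluorescence ratio across a 100 second FLIPR read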
Target sequence (P37288 whole entry, looked up): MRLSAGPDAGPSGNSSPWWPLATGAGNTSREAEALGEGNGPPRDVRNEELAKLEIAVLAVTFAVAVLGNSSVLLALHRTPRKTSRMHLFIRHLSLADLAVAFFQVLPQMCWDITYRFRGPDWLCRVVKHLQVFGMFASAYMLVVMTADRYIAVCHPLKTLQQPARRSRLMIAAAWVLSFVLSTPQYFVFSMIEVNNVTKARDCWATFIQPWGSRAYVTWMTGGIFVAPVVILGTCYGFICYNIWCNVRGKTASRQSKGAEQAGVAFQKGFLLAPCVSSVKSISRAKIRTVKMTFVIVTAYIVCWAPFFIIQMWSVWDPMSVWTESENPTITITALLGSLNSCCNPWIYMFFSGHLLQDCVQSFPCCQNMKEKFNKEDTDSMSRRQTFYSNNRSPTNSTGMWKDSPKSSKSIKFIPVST
TAAR1 antagonist: human TAAR1 antagonism; Q96RJ0; CHO RD-HGA16 TAAR1, Fluo-8 calcium fluorescence, antagonist; inhibition, % at 3 µM; hit rate 1.5% among 360,000; AID 624466;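 active = inhibition above a per-plate cutoff, the mean inhibition of test compounds on that plate plus 3 SD, cut at about 49% in these data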;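 note: 0% = DMSO plus EC80 beta-PEA response and 100% = DMSO alone without agonist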
Target sequence (Q96RJ0 whole entry, looked up): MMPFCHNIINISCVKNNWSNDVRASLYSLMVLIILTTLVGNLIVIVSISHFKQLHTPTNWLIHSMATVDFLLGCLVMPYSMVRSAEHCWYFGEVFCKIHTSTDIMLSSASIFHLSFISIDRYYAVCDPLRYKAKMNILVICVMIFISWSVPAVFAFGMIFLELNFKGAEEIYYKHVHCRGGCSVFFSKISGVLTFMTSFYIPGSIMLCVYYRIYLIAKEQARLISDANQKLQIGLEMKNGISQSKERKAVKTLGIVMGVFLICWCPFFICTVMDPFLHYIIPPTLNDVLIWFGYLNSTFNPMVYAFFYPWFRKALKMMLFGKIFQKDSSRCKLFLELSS
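Test system – hTAAR1-expressing CHO RD-HGA16 cells, Gα16-coupled · Also added – β-PEA at EC80 concentration, post-compound challenge · Compound – 3 µM, single point · Incubation – dye loading 75 min at 37 °C, then 30 min room temperature · Measured by – Fluo-8 intracellular calcium dye fluorescence, real-time kinetic reads · Benchmarks – vehicle and agonist controls · Replicates – singlicate, one well per test compound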
CHO-K1 Ca ag: counter-screen for M1 agonists: effect in parental CHO-K1 cells; Fluo-8 calcium fluorescence; scaled to maximal ATP response, vehicle zero; activation, % at 3 µM; hit rate 0.48% among 360,000; AID 602248; in the data active = activation above about 15%;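 note: untransfected CHO-K1 host cells lacking M1 receptor as counterscreen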
CHO-K1 Ca antag: M1 antagonist counterscreen hit in parental CHO-K1 cells; ATP-induced calcium, Fluo-8 fluorescence; inhibition, % at 3 µM; hit rate 0.6% among 360,000;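 active = inhibition above a per-plate cutoff, the plate's mean sample inhibition plus 3 SD, cut at about 24% in these data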;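 note: 0% = DMSO plus EC80 ATP and 100% = DMSO alone without ATP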
GPR7 antagonist: human neuropeptides B/W receptor 1 antagonism | P48145 | GPR7-expressing cells, fluorescence antagonist assay | inhibition, % at 4.4 µM | hit rate 1.1% among 290,000; in the data active = inhibition above about 16%, passing the limit was not always enough;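 note: cells stimulated with the agonist NPW; 0% = agonist with vehicle and 100% = vehicle without agonist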
Target sequence (P48145 whole entry, looked up): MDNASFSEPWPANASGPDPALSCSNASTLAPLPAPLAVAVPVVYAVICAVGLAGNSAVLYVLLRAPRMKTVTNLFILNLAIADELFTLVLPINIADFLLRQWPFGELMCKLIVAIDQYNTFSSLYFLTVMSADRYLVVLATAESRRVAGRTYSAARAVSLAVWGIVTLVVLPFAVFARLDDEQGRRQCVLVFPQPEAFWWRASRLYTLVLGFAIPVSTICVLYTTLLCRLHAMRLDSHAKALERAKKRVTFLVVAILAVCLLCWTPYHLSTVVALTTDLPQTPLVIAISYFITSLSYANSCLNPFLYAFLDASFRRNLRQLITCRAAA
CHO-K1 Ca PAM: nonselective activator or artifact in parental CHO-K1 calcium assay; ATP EC20, Fluo-8 calcium fluorescence; 0% at ATP EC20, 100% at ATP max; activation, % at 3 µM; hit rate 0.02% among 360,000;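 active = activation above the run cutoff, the mean activation of all test compounds plus 3 SD, cut at about 40% in these data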;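 note: peak over basal fluorescence ratio in a 140 s read after ATP addition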
OXTR potentiate: potentiates the human oxytocin receptor response | activation, % at 3 µM | hit rate 0.061% among 320,000 | CHO-OTR cells, Fluo-8 calcium fluorescence, potentiator mode; 0% = oxytocin EC15, 100% = EC100 | AID 2445 | P30559;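 active = activation above that plate's cutoff, the mean activation of tested compounds plus 3 SD, cut at about 6.6% in these data, passing the limit was not always enough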;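 note: 100% uses oxytocin at 75 nM as the full agonist control; some results filed as inactive read as strong as hits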
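Assay system: CHO-OTR cells, human receptor / Also added: oxytocin at about EC15, sub-maximal agonist stimulus / Dosing: single dose, 3.0 µM nominal final compound concentration / Incubation: 6 min pre-incubation, 100 s read / Technique: Fluo-8 calcium dye fluorescence / Read-out: % activation vs EC15 and EC100 oxytocin / Benchmarks: EC15 oxytocin low, 75 nM oxytocin high / Replicates: singlicate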
An asterisk follows results filed as active; / = not tested or not shown.

SMILES	CHO parental Ca	OXTR ag	V1R ag counter	TAAR1 antagonist	CHO-K1 Ca ag	CHO-K1 Ca antag	GPR7 antagonist	CHO-K1 Ca PAM	OXTR potentiate
CCN(CCNC(=O)c1cc(C)nn1-c1ccccc1)c1ccccc1	-15	-1.7	-1.5	-7	0.3	-4	-7	9	-6
CCOC(=O)[C@]12CCCC=C1N(Cc1ccc3c(c1)OCO3)C(=O)[C@H](CC(=O)N1CCN(C(=O)C3CC3)CC1)C2	/	/	/	1	1.3	-15	/	4	/
CCC(=O)Nc1ccc(C(=O)CSc2nnc(CNc3ccc(Cl)cc3)o2)cc1OC	40*	14	15	30	14	-9	-2	-7	-15
C#CCOCCOCCOCCNc1nc(N2CCN(C(=O)[C@H](CCCCN)n3cc(C(N)CC(C)C)nn3)CC2)nc(N2CCN(C(=O)[C@H](CCC(=O)O)n3cc(C(N)[C@H](C)CC)nn3)CC2)n1 (stereo partly drawn)	-8	0.4	1.2	/	0.1	-19	6	1	1
Cc1nnc(NC(=O)c2csc3c2CCC(C)C3)s1 (stereo not drawn)	16	-1.0	-0.5	14	0.1	-12	-10	9	2
CC(C)Cn1c(CCCNC(=O)c2ccc(F)cc2)nc2ccccc21	-16	-1.4	1.1	-7	2.1	8	-6	7	0
O=C(CCNC(=O)c1ccco1)NCc1ccc(F)cc1	-7	1.8	1.9	1	0.5	-2	/	-16	0
CCOc1ccc(S(=O)(=O)Nc2ccc(C(=O)N/N=C/c3c(C)nn(-c4ccccc4)c3N3CCCC3)cc2)cc1	-12	-0.4	-0.1	-13	-0.3	5	-4	3	-13
O=C(CC1C=Cc2ccccc2N1C(=O)c1ccccc1)c1ccccc1 (stereo not drawn)	-9	-2.2	-0.9	25	3.2	-16	-1	-6	-10
Cc1cc(OC(=O)c2ccccc2)n(CCC#N)n1	-3	-1.2	0.5	-6	0.5	-2	2	12	-13
CC(C)C(=O)NC(=S)Nc1ccc(S(=O)(=O)Nc2nccs2)cc1	-2	-0.2	0.2	4	16*	5	-13	7	-6
NC(=O)c1ccc(NS(=O)(=O)c2ccccc2F)cc1	-3	1.5	0.5	-5	1.2	-13	-5	19	4
O=C(Cn1cc([N+](=O)[O-])ccc1=O)NCC1COc2ccccc2O1 (stereo not drawn)	-8	-0.1	0.7	4	0.1	-11	/	-5	-7
COc1cccc(-c2nnc(SC(C(=O)c3c[nH]c4ccccc34)c3ccccc3)n2C)c1 (stereo not drawn)	-19	0.8	0.5	8	0.6	-7	2	26	-15
CN(C)CCNc1ccc2nnn3c4ccc(O)cc4c(=O)c1c23	/	/	/	-5	-0.5	-1	/	7	/
CCOc1cccc(/C=C(\C#N)C(=O)NC2CC2)c1	-10	-0.5	0.1	-17	0.8	-2	/	-10	-1
COc1ccc(C2NC(=S)NC3=C2CCCC3=C2SCCS2)cc1 (stereo not drawn)	-8	-1.0	13	1	0.7	-15	3	25	-8
CC(C)(C)c1nc2cc(Cl)c([N+](=O)[O-])cc2o1	4	0.8	1.4	-20	5.1	-10	4	15	-13
CNS(=O)(=O)c1cccc(C(=O)OCC(=O)Nc2cc(F)ccc2F)c1	-5	1.7	1.5	-1	3.8	-13	-13	11	-11
CC(C)N1C(=O)CSC1c1ccc(Br)cc1 (stereo not drawn)	-15	-1.9	-0.8	-14	0.3	-9	-3	27	1
CCOC(=O)c1cnc2ccc(C)cc2c1N(C)Cc1ccccc1	-34	0.7	-0.5	2	-1.3	-6	-3	-9	-2
COc1ccc(-c2csc(Nc3ccc(S(=O)(=O)Nc4cc(C)on4)cc3)n2)cc1C	-22	-1.2	0.1	49*	-0.8	-9	-19	1	-13
Cc1cc(C)cc(C(=O)OCC(=O)Nc2cccc(S(=O)(=O)NC3=NCCCCC3)c2)c1	-22	4.3	3.1	2	1.6	24*	-7	-12	-1
COC(=O)C1=C(C)N(c2ccc(OC)cc2)C(C)=C(C(=O)OC)C1c1ccc(OC)cc1	0	0.3	2.0	-34	0.1	-7	-3	7	-17
COc1cc(NC(=O)c2ccc(F)cc2)c(OC)cc1Cl	-18	-3.0	-1.7	-7	0.1	-5	-13	18	-14
Cc1ccc(C(=O)NNC(=O)CSc2nnc(C3CC3)n2C)cc1	5	0.5	0.5	-17	0.3	-6	-9	11	3
c1csc(-c2nnc(N3CCOCC3)c3ccccc23)c1	-5	-1.6	-0.9	6	2.5	-16	-5	15	-2
COc1ccccc1NC(=O)c1ccccc1C(=O)O	6	6.4	1.0	-3	0.1	-2	-1	17	-6
C=C(C)Cn1c(CCn2c3ccccc3c3ccccc32)n[nH]c1=S	-17	-1.4	-0.5	-14	0.8	-14	-2	21	0
CCOC(=O)[C@]12CCC=C1N(Cc1ccc3c(c1)OCO3)C(=O)[C@H](CC(=O)NCCC(C)C)C2	/	/	/	-22	-0.7	-19	/	-1	/

Some of the entries so far, with each value named.
> COC(=O)C1=C(C)N(c2ccc(OC)cc2)C(C)=C(C(=O)OC)C1c1ccc(OC)cc1
  CHO parental Ca: 0; OXTR ag: 0.3; V1R ag counter: 2.0; TAAR1 antagonist: -34; CHO-K1 Ca ag: 0.1; CHO-K1 Ca antag: -7; GPR7 antagonist: -3; CHO-K1 Ca PAM: 7; OXTR potentiate: -17
> COc1cc(NC(=O)c2ccc(F)cc2)c(OC)cc1Cl
  CHO parental Ca: -18; OXTR ag: -3.0; V1R ag counter: -1.7; TAAR1 antagonist: -7; CHO-K1 Ca ag: 0.1; CHO-K1 Ca antag: -5; GPR7 antagonist: -13; CHO-K1 Ca PAM: 18; OXTR potentiate: -14

(further entries)
SMILES	CHO parental Ca	OXTR ag	V1R ag counter	TAAR1 antagonist	CHO-K1 Ca ag	CHO-K1 Ca antag	GPR7 antagonist	CHO-K1 Ca PAM	OXTR potentiate
CCCc1cc(=O)oc2cc(C)cc(OCC(=O)NCCN3CCOCC3)c12	-15	-0.8	0.7	-29	0.6	-5	-17	-8	-1
COc1cc2c(cc1OC)C(=O)NCC(C)(C)O2	-3	-0.3	0.1	-23	-0.4	-10	-9	5	0
COc1ccc(CCNC(=O)c2cccs2)cc1	-8	0.6	4.7	-9	1.3	12	4	-4	-8
O=C(CSCc1ccccc1)Nc1ccc2c(c1)OCO2	-3	0.8	-0.3	7	0.1	-3	-7	11	-8
O=C(NCC(c1ccco1)N1CCc2ccccc21)c1ccccc1F (stereo not drawn)	-30	-2.2	-1.5	-16	-0.6	9	/	-13	-1
O=C(NC1CCCC1)C(NS(=O)(=O)c1ccc(Br)s1)c1ccccc1 (stereo not drawn)	-23	-3.4	-1.8	-27	0.6	-5	-11	19	-3
Cc1ccc2nc(NC(=O)c3ccccc3F)sc2c1	-10	-0.4	0.5	-4	0.1	6	-13	-10	-5
O=[N+]([O-])c1ccc2ncnc(N3CCN(Cc4ccc5c(c4)OCO5)CC3)c2c1	-4	5.9	8.0	3	8.0	-1	1	-1	-10
O=C(CN1CCCN(Cc2ccc(F)cc2Cl)C1=O)NC1CCCCCC1	-21	-1.2	0.2	17	2.5	-15	11	22	-6
S=C1NCN(CCc2ccccc2)CN1	17	-0.9	1.0	14	0.4	-4	-9	19	-10
CCn1c(=O)cc(OCC(=O)NC(C)c2ccc3c(c2)OCCO3)c2ccccc21 (stereo not drawn)	-22	-1.4	-0.9	12	1.5	0	-8	9	-11
CCOc1ccc2nc(N3CCCC(C(=O)NCCCN4CCOCC4)C3)sc2c1 (stereo not drawn)	-11	-1.3	-0.7	-8	0.9	5	4	14	-2
COc1ccccc1/C=C1\SC(=S)N(CCC(=O)NNC(=O)c2ccccc2OC)C1=O	-17	-0.8	0.8	5	0.0	-3	-2	-1	-5
Cc1ccc([N+](=O)[O-])cc1NC(=O)c1cccnc1	-3	-0.2	0.4	-17	0.3	-2	-5	7	-5
CC1CCCN(S(=O)(=O)Cc2ccc(Cl)cc2)C1 (stereo not drawn)	-5	-1.1	-1.3	-6	0.1	-11	-1	13	-3
CCSc1nsc(NC(=O)Nc2ccccc2F)n1	20	6.2	10	23	14	6	1	-7	-17
CCC(C)(C)C1CCC(=NNC(=O)c2ccoc2C)CC1 (stereo not drawn)	-7	0.1	-0.1	1	0.0	-10	0	15	-6
CCCCC(=O)Nc1cccc(NC(=O)c2ccc(Br)cc2)c1	-8	6.8	1.9	-8	2.8	-13	-2	15	-8
Cc1cc(C)c(CSc2ncc(-c3ccc([N+](=O)[O-])cc3)[nH]2)c(C)c1	40*	-1.9	0.0	60*	3.5	11	42*	-1	-21
COc1cccc(NC(=O)CN(C)C(=O)c2c(C)nn(Cc3ccc(C)cc3)c2Cl)c1	-29	-1.2	-0.5	-13	1.2	-15	/	14	-6
O=C(CN1CCC(O)CC1)N1c2ccccc2C=Cc2ccccc21	2	1.0	1.7	-7	0.6	-8	0	13	-2
CC1=CC(=NOS(=O)(=O)c2ccc(C)cc2)CC(C)(C)C1	/	/	/	7	0.9	-20	/	15	/
CCOC(=O)C1=CCC(c2ccccc2Cl)N(S(=O)(=O)c2ccc(C)cc2)C1 (stereo not drawn)	/	/	/	13	-0.3	12	/	-4	/
COc1ccc(N2C(=O)c3ccccc3NC23CCC(C)CC3)cc1 (stereo not drawn)	-12	1.4	-0.2	8	-0.3	7	2	-3	-4
Cc1cc(C(=O)OCCN2C(=O)c3ccccc3C2=O)c2ccccc2n1	-1	4.3	3.9	38	9.6	6	-5	14	-13
Cc1nn2cc(-c3ccc(N)cc3)nc2s1	-15	-1.6	-0.9	14	-0.4	8	2	-10	1
CCCCCCn1nc(C(=O)N(CCCC)c2c(N)n(CCC)c(=O)[nH]c2=O)c2ccccc2c1=O	-34	0.1	0.1	4	7.7	2	/	11	7
c1ccc(CCc2ccccn2)cc1	/	/	/	-18	0.0	-2	/	-13	/
COc1cc2c(cc1OC)C(c1ccccc1)N(C(=O)c1cccc(S(C)(=O)=O)c1)CC2 (stereo not drawn)	-8	0.7	0.8	-5	3.5	-11	11	17	-1
Cc1cc(C)c2c(c1)/C(=N\N=c1\sc3ccccc3n1C)C(=O)N2	15	-0.1	-0.4	1	0.3	-11	-6	13	-3
NC(=O)c1ccc(NC(=O)CS(=O)(=O)c2cn(CC(=O)N3CCCC3)c3ccccc23)cc1	-6	0.5	0.8	-26	3.8	11	-26	7	4
O=C(NCSc1ccnc(SCNC(=O)c2ccccc2)n1)c1ccccc1	-7	0.8	0.8	-6	0.1	-14	-9	-10	6
Cc1nnsc1C(=O)Nc1cccc(Cl)c1Cl	17	-2.2	-1.2	5	-0.1	3	-9	12	4
Cc1onc(-c2c(F)cccc2Cl)c1C(=O)Nc1nnc(C2CC2)s1	-15	-0.8	0.0	3	-0.1	1	8	-3	-1
O=c1[nH]c2ccc(S(=O)(=O)Nc3ccc(Cl)cc3)cc2[nH]1	-9	-1.0	-0.2	-11	0.4	-9	4	6	-8
